# GLD-1 RNA inh: GLD-1/TGE RNA complex disruptors, primary screen, biochemical, fluorescence polarization | 320,000 compounds, 0.44% hits | Female germline-specific tumor suppressor gld-1 (Caenorhabditis elegans), Q17339 | inhibition, % at 5.96 µM | purified GLD-1 + fluorescein TGE RNA | AID 2280, 2010;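 active = percent inhibition above a per-plate cutoff, the plate mean of test compounds plus 3 SD, cut at about 30% in these data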;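 also: 0% = DMSO wells with GLD-1 and probe and 100% = wells lacking GLD-1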
# Target sequence (Q17339 whole entry, looked up): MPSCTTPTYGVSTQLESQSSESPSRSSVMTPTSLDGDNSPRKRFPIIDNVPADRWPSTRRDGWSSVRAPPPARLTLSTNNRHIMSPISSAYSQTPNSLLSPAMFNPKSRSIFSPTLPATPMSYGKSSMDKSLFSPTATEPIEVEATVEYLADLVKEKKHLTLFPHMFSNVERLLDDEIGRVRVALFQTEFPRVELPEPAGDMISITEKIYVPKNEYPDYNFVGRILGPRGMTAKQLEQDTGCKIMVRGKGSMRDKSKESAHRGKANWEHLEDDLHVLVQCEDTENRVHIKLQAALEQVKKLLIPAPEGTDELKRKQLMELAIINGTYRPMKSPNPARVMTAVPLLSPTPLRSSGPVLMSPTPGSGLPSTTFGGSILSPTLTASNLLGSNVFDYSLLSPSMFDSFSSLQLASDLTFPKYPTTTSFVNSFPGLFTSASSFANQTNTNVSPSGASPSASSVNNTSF
# PAD4 FP inh: human PAD4 inhibitors, primary screen, biochemical, fluorescence polarization, 1536-well format. Protein-arginine deiminase type-4 (Homo sapiens), Q9UM07. recombinant PAD4, RCA probe fluorescence polarization. inhibition, % at 6.36 µM. 330,000 compounds, 0.41% hits. AID 485272, 2010;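 active = percent inhibition above a cutoff equal to the mean of all tested compounds plus 3 SD, cut at about 15% in these data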;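 also: 0% = PAD4 with RCA probe and DMSO and 100% = probe without PAD4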
# Target sequence (Q9UM07 whole entry, looked up): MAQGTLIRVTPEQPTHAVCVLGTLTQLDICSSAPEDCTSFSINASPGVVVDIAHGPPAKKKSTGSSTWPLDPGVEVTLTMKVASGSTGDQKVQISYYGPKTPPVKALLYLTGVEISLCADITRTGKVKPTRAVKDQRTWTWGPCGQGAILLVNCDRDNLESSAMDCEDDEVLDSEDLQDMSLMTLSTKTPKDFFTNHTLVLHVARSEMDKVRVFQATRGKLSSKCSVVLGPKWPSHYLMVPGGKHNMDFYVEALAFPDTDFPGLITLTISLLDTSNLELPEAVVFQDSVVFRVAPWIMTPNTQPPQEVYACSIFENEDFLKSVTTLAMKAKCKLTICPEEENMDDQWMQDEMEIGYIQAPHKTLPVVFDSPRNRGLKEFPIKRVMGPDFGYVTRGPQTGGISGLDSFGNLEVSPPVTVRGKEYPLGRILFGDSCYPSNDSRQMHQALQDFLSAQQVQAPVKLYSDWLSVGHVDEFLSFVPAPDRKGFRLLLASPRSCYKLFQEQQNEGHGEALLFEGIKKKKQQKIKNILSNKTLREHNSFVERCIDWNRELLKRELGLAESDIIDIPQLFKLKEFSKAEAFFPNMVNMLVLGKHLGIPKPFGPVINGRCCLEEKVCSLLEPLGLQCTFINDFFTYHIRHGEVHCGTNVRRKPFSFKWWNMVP
# The depositor's hits bear a star. Not all compounds are listed, so the mix of outcomes need not match the whole.
# Every second line gives: GLD-1 RNA inh, PAD4 FP inh
CCN(C(=O)CSc1nnnn1-c1ccc(Cl)cc1)C1CCS(=O)(=O)C1 (stereo not given)
→ 2, -4
CN(c1ccc(F)cc1)S(=O)(=O)c1ccc(Cl)c(C(=O)OCC(=O)NC2CC2)c1
→ 1, -1
O=C(NCC1CCCO1)c1cccc(S(=O)(=O)Nc2cccc(C(F)(F)F)c2)c1 (stereo not given)
→ 7, -1
C1=C(c2sc3ccccc3c2-c2ccc(OCCN3CCOCC3)cc2)CCCC1
→ 3, -2
COc1cc2cc(CCCO)oc(=O)c2cc1OC
→ 4, 0
CC[C@@]1(C(=O)OC)N[C@H](CN(C)C(=O)COC)[C@@H]2C(=O)N(C)C(=O)[C@@H]21
→ -3, 1
O=S(=O)(NNc1ncc(C(F)(F)F)cc1Cl)c1ccc(F)cc1F
→ 4, -5
Cc1ccc(C(=O)NCC(=O)Nc2ccc3c(c2)CCC3)cc1
→ 1, 3
CN(C(=O)c1ccc(NC(=O)C2CCCN(C(=O)OC(C)(C)C)C2)cc1)C1CCC1 (stereo not given)
→ 4, 1
COc1ccc(NS(=O)(=O)c2ccc(NN=Cc3ccc(C(=O)O)cc3)c([N+](=O)[O-])c2)cc1
→ -2, -3
C#CCOCCOCCOCCNc1nc(N2CCN(C(=O)[C@H](CCC(=O)O)n3cc([C@@H](N)[C@H](C)CC)nn3)CC2)nc(N2CCN(C(=O)[C@H](CCCCN)n3cc([C@@H](N)CC(N)=O)nn3)CC2)n1
→ -1, 3
COc1ccc(S(=O)(=O)N2CCOCC2)cc1NC(=O)COC(=O)CC1CC2CCC1C2 (stereo not given)
→ -2, -4
C=CC[C@@H](CC(=O)N(CCO)Cc1ccccc1)C(=O)N[C@@H](COC(=O)[C@@H](CC=C)Cc1ccc(F)cc1)Cc1ccccc1
→ 4, 1
COc1ccc2c(c1)[C@H]1[C@H](CO2)[C@H](c2ccccc2)[C@]2(C)C(=O)N(Cc3ccc(C)cc3)CC(=O)N12
→ -2, 10
C[C@H](CO)N1C[C@H](C)[C@@H](CN(C)Cc2ccncc2)Oc2c(NS(=O)(=O)c3cccs3)cccc2C1=O
→ 5, 1

# Later entries:
# Every second line gives: GLD-1 RNA inh, PAD4 FP inh
CCCCN(C(=O)c1c(-c2ccccc2)noc1C)c1c(N)n(CCC)c(=O)[nH]c1=O
→ -3, -2
COC(=O)[C@]1(Cc2ccccc2)N[C@H](CN(C)C(=O)Nc2ccc(C(F)(F)F)cc2)[C@@H]2C(=O)N(Cc3ccccc3)C(=O)[C@@H]21
→ 11, -1
O=C(CN1C(=O)NC(CCc2ccccc2)C1=O)Nc1ccc(F)c(F)c1F (stereo not given)
→ -3, -3
Cc1ccc(NC(=O)CN(C)C(=O)Cc2c[nH]c3ccccc23)cc1
→ 7, -5
CN(CC(=O)NC(=O)Nc1ccccc1F)Cc1ccccc1F
→ 1, -3
CCOC(=O)c1ccc(/C=C2\c3ccccc3C(=O)N2c2ccccc2)cc1F
→ 4, 0
Cc1ccc(C(=O)NCC(=O)OCc2c(F)cccc2Cl)s1
→ 1, 0
O=C(COC(=O)c1cccc(S(=O)(=O)N2CCOCC2)c1)NCc1ccccc1
→ -1, 2
O=C(O)c1cc(O)c2c(c1)[C@@H]([C@H]1c3cc(C(=O)O)cc(O)c3C(=O)c3c(O[C@@H]4O[C@H](CO)[C@@H](O)[C@H](O)[C@H]4O)cccc31)c1cccc(O[C@@H]3O[C@H](CO)[C@@H](O)[C@H](O)[C@H]3O)c1C2=O
→ 17, -9
CC(=O)c1c(C)[nH]c(C(=O)OCc2cc(-c3ccco3)on2)c1C
→ -5, -6
CN(CC(=O)Nc1cccc(S(=O)(=O)N2CCCC2)c1)Cc1ccccc1
→ 3, -3
C[C@H](CO)N1C[C@H](C)[C@@H](CN(C)Cc2ccncc2)Oc2c(NS(=O)(=O)c3ccc(Cl)cc3)cccc2C1=O
→ -2, -1
COc1ccccc1NS(=O)(=O)c1cc(NC(=O)c2cccnc2)ccc1N1CCCCC1
→ -3, -4
CN1[C@@H](CC(=O)c2ccccc2)CCC[C@H]1C[C@H](O)c1ccccc1
→ 4, -6
Cc1noc(C)c1NC(=O)N(C)C[C@H]1Oc2ccc(NC(=O)CCC(F)(F)F)cc2C(=O)N([C@H](C)CO)C[C@@H]1C
→ 3, 4

# Following part:
# Every second line gives: GLD-1 RNA inh, PAD4 FP inh
COCC(=O)N(C)C[C@H]1N[C@@](C)(C(=O)OC)[C@H]2C(=O)N(C)C(=O)[C@@H]12
→ -1, -2
CC(C)(C)OC(=O)C[C@@H]1C/C=C\C[C@H](CC(=O)NCCO)C(=O)N[C@@H](c2ccccc2)COC1=O
→ 3, -2
COc1cc(OC)c(N(C)S(=O)(=O)c2cccc(C(=O)OCC(=O)N3CCOCC3)c2)cc1Cl
→ 8, -2
Cc1ccc(C)c(C(=O)CCC(=O)NNC(=O)c2cccs2)c1
→ -1, 0
Nc1ccc(C(=O)OCC(=O)Nc2cccc(S(=O)(=O)NC3=NCCCCC3)c2)cc1[N+](=O)[O-]
→ 5, -4
COc1ccc(OC)c(NC(=O)COC(=O)COc2ccc(Nc3ccccc3)cc2)c1
→ 6, -6
O=C(/C=C/c1ccccc1)OCC(=O)c1c[nH]c2ccccc12
→ -7, -2
O=C(Nc1ccc(F)cc1F)c1ccc(S(=O)(=O)NCc2ccco2)cc1
→ -3, 0
Cc1ccc(CNC(=O)c2ccc(N3CCC4(CC3)CC(c3cccc(Br)c3)=NO4)c(NC(=O)c3ccc(Br)cc3)c2)cc1
→ -36, -3
CN(C)S(=O)(=O)c1cccc(NC(=O)COC(=O)c2cccnc2Cl)c1
→ 3, 0
COc1ccc(NC(=O)N(C)C[C@H]2Oc3c(NC(=O)C4CC4)cccc3C(=O)N([C@H](C)CO)C[C@@H]2C)cc1
→ 11, 1
COc1cc(C=O)ccc1Oc1ccc(S(=O)(=O)N2CCOCC2)cc1[N+](=O)[O-]
→ 4, 4
O=C(OCC#CCSc1nnc(-c2cccc3ccccc23)o1)c1cnc[nH]1
→ 2, -6
C[C@H]1CN([C@@H](C)CO)C(=O)c2cc(NC(=O)C3CCCCC3)ccc2O[C@H]1CN(C)CC1CCCCC1
→ 5, -2
CC1CC(C)CN(C(=O)c2cccc(NC(=O)CC3SC(N4CCCCC4)=NC3=O)c2)C1 (stereo not given)
→ 0, 1

# The results go on:
# Every second line gives: GLD-1 RNA inh, PAD4 FP inh
CC(C)N(C(=O)[C@H]1CC(CC(=O)NCCCn2ccnc2)C(=O)N2CCc3c([nH]c4ccccc34)[C@]12C)C(C)C (stereo not given in full)
→ 0, -5
CCCc1cc(=O)[nH]c(SCC(=O)Nc2ccc(OC)c(S(=O)(=O)N3CCCCC3)c2)n1
→ 8, 1
Cc1cccc(OCc2nnc(SC(C)C(=O)Nc3ccc(N4CCOCC4)cc3)o2)c1 (stereo not given)
→ -2, 1
CCCCC[C@@H]1C=C(C(=O)O)[C@H](c2ccc(F)cc2)N1S(=O)(=O)c1ccc(C)cc1
→ -2, 6
O=C1NC(Cc2ccc(O)cc2)c2nc3ccccc3c(=O)n2-c2ccccc21 (stereo not given)
→ 2, -3
Fc1ccc2cnc(CCO[C@H]3CCCCO3)cc2c1
→ 4, -5
Cc1ccc2c(c1)C(=O)C(=O)N2Cc1ccc(Cl)cc1
→ 3, 5
O=C(NCCCN1CCOCC1)c1cc(S(=O)(=O)N2CCOCC2)ccc1Cl
→ 2, 1
Cc1ccccc1Nc1nc(N)nc(COC(=O)c2c(C)noc2C)n1
→ -2, -1
COC(=O)c1cc(NC(=O)COC(=O)CCc2nc3ccccc3c(=O)[nH]2)cc(C(=O)OC)c1
→ 1, 3
Cc1ccc(NC(=O)CNc2cccc(Br)c2)cc1S(=O)(=O)N1CCOCC1
→ 4, -4
OCC1=C[C@@H](O)C2C=CO[C@@H](O[C@@H]3O[C@H](CO)[C@@H](O)[C@H](O)[C@H]3O)C12 (stereo not given in full)
→ -2, 1
CCCCn1c(N)c(N(CCC(C)C)C(=O)COC(=O)c2ccc([N+](=O)[O-])s2)c(=O)[nH]c1=O
→ 1, 0
O=C(COC(=O)CNC(=O)c1ccccc1F)Nc1ccc(Cl)cn1
→ 2, -2
COC(=O)C1CCN(C(=O)c2ccc(Cl)c(S(=O)(=O)NCc3ccco3)c2)CC1
→ 6, 2

# Entries of single compounds, quoted from the list. Order of screens: GLD-1 RNA inh, PAD4 FP inh
# Fc1ccc2cnc(CCO[C@H]3CCCCO3)cc2c1 in the list: 4, -5
# OCC1=C[C@@H](O)C2C=CO[C@@H](O[C@@H]3O[C@H](CO)[C@@H](O)[C@H](O)[C@H]3O)C12 (stereo not given in full) in the list: -2, 1
# Cc1ccc(NC(=O)CNc2cccc(Br)c2)cc1S(=O)(=O)N1CCOCC1 in the list: 4, -4

# Some of the entries so far, as labelled records.
Cc1ccc2c(c1)C(=O)C(=O)N2Cc1ccc(Cl)cc1
  GLD-1 RNA inh = 3
  PAD4 FP inh = 5

O=C(NCCCN1CCOCC1)c1cc(S(=O)(=O)N2CCOCC2)ccc1Cl
  GLD-1 RNA inh = 2
  PAD4 FP inh = 1

# Next section
# Every second line gives: GLD-1 RNA inh, PAD4 FP inh
C#CCOCCOCCOCCNc1nc(N2CCN(C(=O)[C@H](CO)n3cc([C@@H](N)C(C)C)nn3)CC2)nc(N2CCN(C(=O)[C@H](CCC(=O)O)n3cc([C@@H](N)CCCCN)nn3)CC2)n1
→ 1, -8
CCOc1ccccc1Nc1nnc(SCC(=O)N(C)C2CCS(=O)(=O)C2)s1 (stereo not given)
→ 4, -1
CCCn1nc(C(=O)NNC(=O)c2ccc(C)c(C)c2)c2ccccc2c1=O
→ 0, -3
COc1ccccc1NS(=O)(=O)c1ccc(C)c(C(=O)N2CCN(c3ccc(O)cc3)CC2)c1
→ 3, -2
CC1(C)CC2CC(C)(CN2C(=O)COC(=O)c2ccc(O)cc2O)C1 (stereo not given)
→ 9, -3
O=C(CNC(=O)c1ccccc1Cl)NCCc1cccs1
→ -5, -3
Cc1ccc(NC(=O)COC(=O)Cn2cnc3ccccc32)c(C)c1
→ 5, 2
Cn1nnnc1Sc1ncnc2scc(-c3ccc4c(c3)OCO4)c12
→ 0, 11
O=C1NC[C@@H](c2ccccc2)OC(=O)[C@@H](Cc2ccc(F)cc2)CC/C=C/C[C@@H]1CC(=O)N(CCO)Cc1ccccc1
→ 11, 4
CCOC(=O)[C@H]1[C@H]2COc3ccc(C)cc3[C@@H]2N2C(=O)c3cc(Br)ccc3NC(=O)[C@@]12C
→ 1, 0
O=C(OCC(=O)N1CCCCCC1)c1ccc(Cl)nc1
→ 1, -2
COc1ccc(/C=C/C(=O)OCC(=O)Nc2cccc(S(=O)(=O)NC3=NCCCCC3)c2)cc1
→ 0, -2
COC(=O)c1c(-c2ccc(S(C)(=O)=O)cc2)sc2cc(OC)ccc12
→ 0, 2
Cc1cc(OCC(=O)OCC(=O)NCc2cccs2)ccc1Cl
→ -1, -2
CCOc1ccc(S(=O)(=O)N2CN(c3cccc(C(C)=O)c3)c3nc4ccccc4nc32)cc1
→ -5, 0

# The results go on:
# Every second line gives: GLD-1 RNA inh, PAD4 FP inh
Cc1cccc(-n2nnnc2SCC(=O)NC2CCCC2)c1
→ 1, 0
C[C@@H]1CC[C@]2(C(=O)O[C@@H]3O[C@H](CO)[C@@H](O)[C@H](O)[C@H]3O)CC[C@]3(C)C(=CCC4[C@@]5(C)C[C@@H](O)[C@H](O)[C@@](C)(C(=O)O[C@@H]6[C@H](O)C[C@@]7(C)C(CC[C@]8(C)C7CC=C7[C@H]9[C@](C(=O)O[C@@H]%10O[C@H](CO)[C@@H](O)[C@H](O)[C@H]%10O)(CC[C@@H](C)[C@@]9(C)O)CC[C@]78C)[C@@]6(CO)C(=O)O)C5CC[C@]43C)[C@@H]2[C@]1(C)O (stereo not given in full)
→ 4, -6
COc1ccc(NC(=O)CSc2nnc(N)s2)cc1S(=O)(=O)N1CCCCC1
→ 1, 0
O=C(COC(=O)c1ccc(OC(F)(F)F)cc1)Nc1ncccn1
→ 3, 1
Cc1ccc(C)c(C(=O)COC(=O)c2n[nH]c3ccccc23)c1
→ 7, -5
Cc1noc(C)c1NC(=O)N(C)C[C@H]1Oc2ccc(NS(=O)(=O)c3cn(C)cn3)cc2C(=O)N([C@H](C)CO)C[C@@H]1C
→ 3, 4
COc1cc(CC(=O)NNC(=O)c2cccs2)cc(OC)c1OC
→ 2, -2
Cc1ccc(S(=O)(=O)CCC(=O)OCc2cc(=O)oc3cc(C)ccc23)cc1
→ 3, -5
Cc1ccc(S(=O)(=O)N2CCN(C(=O)COC(=O)c3cncc(Br)c3)CC2)c(C)c1
→ -3, -4
O=C1NCCOC(=O)[C@H](Cc2ccc(F)cc2)CC/C=C/C[C@@H]1CC(=O)N(CCO)Cc1ccccc1
→ 7, 0
COc1cccc(NC(=O)CN(C)C(=O)[C@@H]2CCCN2C(=O)c2cccs2)c1
→ 4, -3
C#CCOCCOCCOCCNc1nc(N2CCN(C(=O)[C@H](CCCCN)n3cc([C@@H](N)[C@H](C)CC)nn3)CC2)nc(N2CCN(C(=O)[C@H](CCC(=O)O)n3cc([C@@H](N)CCCCN)nn3)CC2)n1
→ -3, -6
O=C(NNC(=O)c1ccccc1Br)c1cnccn1
→ -7, -2
CC(C)(C)c1ccc(C(=O)N2CCN(C(=O)c3cccs3)CC2)cc1
→ -10, -6
O=C(CCNC(=O)c1ccco1)NCc1ccc(C(=O)O)cc1
→ -1, 2

# Additional records
# Every second line gives: GLD-1 RNA inh, PAD4 FP inh
CCCc1cc(=O)[nH]c(SCC(=O)NCCN2C(=O)CSC2=O)n1
→ 1, 2
O=C(CCN1C(=O)c2cccc([N+](=O)[O-])c2C1=O)NC1CCCCCC1
→ 2, -1
COc1ccc(S(=O)(=O)N2CCOCC2)cc1NC(=O)CCCOc1ccccc1
→ 1, 0
COc1ccc(C(=O)C(C)OC(=O)CNC(=O)C2CCCCC2)cc1 (stereo not given)
→ 10, -2

# Screening data: PubChem BioAssay, The Scripps Research Institute Molecular Screening Center
